MITF inh = human MITF inhibition, primary screen. O75030. AlphaScreen MITF homodimerization, bead proximity signal. inhibition, % at 2.6 µM. hit rate 0.91% among 650,000; in the data active means inhibition above about 50%;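 further: 0% = vehicle wells with protein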
Target sequence (O75030 whole entry, looked up): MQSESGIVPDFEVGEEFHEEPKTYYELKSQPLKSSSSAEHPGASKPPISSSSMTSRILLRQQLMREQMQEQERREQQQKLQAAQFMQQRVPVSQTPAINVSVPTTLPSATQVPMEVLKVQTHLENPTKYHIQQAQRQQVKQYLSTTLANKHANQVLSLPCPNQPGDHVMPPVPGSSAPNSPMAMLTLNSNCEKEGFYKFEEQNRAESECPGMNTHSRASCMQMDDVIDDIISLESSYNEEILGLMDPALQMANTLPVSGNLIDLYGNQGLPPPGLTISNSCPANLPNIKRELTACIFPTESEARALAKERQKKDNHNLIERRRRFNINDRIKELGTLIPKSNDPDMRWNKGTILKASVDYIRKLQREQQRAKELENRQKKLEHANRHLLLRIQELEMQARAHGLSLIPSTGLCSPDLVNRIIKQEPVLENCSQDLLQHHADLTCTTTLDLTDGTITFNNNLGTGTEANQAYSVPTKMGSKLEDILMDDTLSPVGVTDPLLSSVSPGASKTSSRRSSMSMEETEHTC
FBW7 activator = activators of human E3 ligase FBW7; Q969H0; AlphaScreen FBW7–phospho-cyclin E peptide binding, activator screen; normalized activity (activation), % at 26.1 µM; hit rate 0.13% among 650,000; AID 1259310; in the data active means normalized activity above about 1.9%;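 further: purified mutant Fbw7 with reduced substrate affinity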
TEAD-YAP inh = TEAD-YAP interaction inhibition | HEK-TIYL cells, TEAD-Gal4/YAP UAS-luciferase luminescence | inhibition, % at 9.12 µM | hit rate 1.4% among 640,000 | AID 1259422; in the data active means inhibition above about 32%;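 further: 0% = median of test compound wells and 100% = reference inhibitor wells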
GPR151 activ = activators of human GPR151 | Q8TDV0 | PathHunter beta-arrestin GPR151 cells, luminescence | activation, % at 11.2 µM | hit rate 1% among 650,000; in the data active means activation above about 4.9%;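 further: 0% = median of compound wells and 100% = cells with positive control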
Target sequence (Q8TDV0 whole entry, looked up): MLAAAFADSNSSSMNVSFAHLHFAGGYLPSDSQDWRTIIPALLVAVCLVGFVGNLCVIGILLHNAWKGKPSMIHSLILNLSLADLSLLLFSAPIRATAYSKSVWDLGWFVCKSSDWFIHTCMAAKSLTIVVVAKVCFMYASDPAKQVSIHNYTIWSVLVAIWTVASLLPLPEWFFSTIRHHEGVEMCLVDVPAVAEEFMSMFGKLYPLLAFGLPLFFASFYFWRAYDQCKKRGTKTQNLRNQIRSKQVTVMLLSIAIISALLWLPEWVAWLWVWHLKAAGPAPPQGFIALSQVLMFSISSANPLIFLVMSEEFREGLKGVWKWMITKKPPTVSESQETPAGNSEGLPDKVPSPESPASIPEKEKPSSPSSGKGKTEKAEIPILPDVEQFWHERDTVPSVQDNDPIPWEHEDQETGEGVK
An asterisk follows results filed as active; & = joins results of further samples.

A first look:
SMILES	MITF inh	FBW7 activator	TEAD-YAP inh	GPR151 activ
NS(=O)(=O)c1ccc(NC(=O)Cn2ncc3c2-c2ccccc2OC3)cc1	4.9	1.5	-21.0	-0.7
CC(C)(C)c1cc(C2Nc3ccc(C(=O)c4ccccc4)cc3NC3=C2C(=O)CCC3)cc(C(C)(C)C)c1O (configuration not stated)	10.7	0.2	-19.7	-1.0
CN1CCN(C(CNC(=O)NCc2cccc3ccccc23)c2ccsc2)CC1 (configuration not stated)	21.5	0.0	-5.8	-0.1
COc1ccc(CNc2c3c(nc4nncn24)CCC3)cc1	-7.5	-0.3	-3.3	7.3*
N#Cc1ccc(NC(=O)c2csc3c2CCCC3)cc1	3.3	0.2	-45.0	-0.3
O=C(Nc1ccc(Br)cc1)c1ccc(C(=O)Nc2ccc(Br)cc2)nc1	7.1	-0.1	3.0	1.1
CCS(=O)(=O)N1CCCc2cc(NC(=O)COc3ccccc3OC)ccc21	3.6	0.1	6.9	-0.7
CC1(C)Cc2c(sc(N(C(=O)c3ccco3)C(=O)c3ccco3)c2C#N)CO1	10.4	0.1	-54.1	-1.4
CC1C(c2ccccc2)=[N+]([O-])C2(CCCCC2)N1O (configuration not stated)	7.9	0.7	3.7	-0.8
COC(=O)C1=C(C)NC2=C(C(=O)CC(C)(C)C2)C1c1cc2c(cc1Cl)OCO2 (configuration not stated)	2.0&5.3	0.0&0.0	12.3&2.5	0.9&0.9
CC(C)=CCCC(C)CN1CCc2nnc(CCNC(=O)c3cccnc3)n2CC1 (configuration not stated)	-1.2	0.0	7.1	2.5

The whole of this part, repeating the preview:
SMILES	MITF inh	FBW7 activator	TEAD-YAP inh	GPR151 activ
NS(=O)(=O)c1ccc(NC(=O)Cn2ncc3c2-c2ccccc2OC3)cc1	4.9	1.5	-21.0	-0.7
CC(C)(C)c1cc(C2Nc3ccc(C(=O)c4ccccc4)cc3NC3=C2C(=O)CCC3)cc(C(C)(C)C)c1O (configuration not stated)	10.7	0.2	-19.7	-1.0
CN1CCN(C(CNC(=O)NCc2cccc3ccccc23)c2ccsc2)CC1 (configuration not stated)	21.5	0.0	-5.8	-0.1
COc1ccc(CNc2c3c(nc4nncn24)CCC3)cc1	-7.5	-0.3	-3.3	7.3*
N#Cc1ccc(NC(=O)c2csc3c2CCCC3)cc1	3.3	0.2	-45.0	-0.3
O=C(Nc1ccc(Br)cc1)c1ccc(C(=O)Nc2ccc(Br)cc2)nc1	7.1	-0.1	3.0	1.1
CCS(=O)(=O)N1CCCc2cc(NC(=O)COc3ccccc3OC)ccc21	3.6	0.1	6.9	-0.7
CC1(C)Cc2c(sc(N(C(=O)c3ccco3)C(=O)c3ccco3)c2C#N)CO1	10.4	0.1	-54.1	-1.4
CC1C(c2ccccc2)=[N+]([O-])C2(CCCCC2)N1O (configuration not stated)	7.9	0.7	3.7	-0.8
COC(=O)C1=C(C)NC2=C(C(=O)CC(C)(C)C2)C1c1cc2c(cc1Cl)OCO2 (configuration not stated)	2.0&5.3	0.0&0.0	12.3&2.5	0.9&0.9
CC(C)=CCCC(C)CN1CCc2nnc(CCNC(=O)c3cccnc3)n2CC1 (configuration not stated)	-1.2	0.0	7.1	2.5
COc1ccccc1C1(NC(=O)c2ccc(N3CCCCS3(=O)=O)cc2)CCCC1	7.3	0.4	-3.0	-0.2
Cc1cc(C)c(NC(=S)NC(=O)c2ccccc2)c(C)c1	9.8	0.1	18.3	0.2
CCCCCOc1ccc(OC(=O)c2sc3ncn(Cc4ccccc4F)c(=O)c3c2C)cc1	2.3	-0.3	-1.7	0.8
Cc1cc(C)nc(N(C)S(=O)(=O)c2ccc3oc(=O)ccc3c2)n1	2.7	-0.2	7.7	0.8
COc1ccccc1/C=N\NC(=O)Cc1cccs1	1.5	0.0	-0.3	0.6
CCCCCC(=O)c1ccc(O)cc1O	2.2	0.1	-6.8	0.4
CCOc1ccc(NC(=O)c2oc3ccccc3c2NC(=O)c2ccco2)cc1	0.9	2.6*	5.1	-0.2
Cc1ccc(-n2cc(C(=O)Nc3nc4c(C)cccc4s3)c3ccccc3c2=O)cc1C	4.0	0.0	7.2	-0.9
Cc1c(NC(=O)CN2C(=O)NC(CCc3ccccc3)C2=O)c(=O)n(-c2ccccc2)n1C (configuration not stated)	11.0	0.1	13.3	-0.9
COc1ccc(C2=NN3C(C2)c2cc(OC)ccc2OC3(C)C)cc1 (configuration not stated)	7.0	-0.2	1.9	-3.9
Cc1nc(NCc2ccccc2)[nH]c(=O)c1Br	-20.4	0.0	6.8	-0.6
NC(=O)C1CCN(C(=O)CCCCn2c(=O)[nH]c3ccsc3c2=O)CC1	5.0	0.0	-0.7	-0.5
Sc1oc(-c2ccccc2)cc1C=Nc1ccccc1	-0.9	-0.6	-16.7	1.8
Cc1cc(C2C(C#N)=C(N)N(c3ccc(Br)cc3F)C3=C2C(=O)CC(c2ccccc2)C3)c(C)s1 (configuration not stated)	8.8	-0.2	-11.3	1.1
Next entries follow:
SMILES	MITF inh	FBW7 activator	TEAD-YAP inh	GPR151 activ
CC1=C(C(=O)Nc2ccccn2)C(c2ccc([N+](=O)[O-])cc2)C2=C(CCCC2=O)N1 (configuration not stated)	9.7	0.0	-12.1	1.7
O=C(N[C@H](Cc1ccccc1)c1nc(-c2ccncc2)n[nH]1)c1cc2ccccc2s1	16.8	1.2	1.6	0.0
O=C(Cn1c(=S)nc2ccccn21)N1c2ccccc2CCc2ccccc21	2.1	0.4	0.7	0.8
FC(F)(F)c1cccc(-n2cc(-c3ccccc3)c3c(NCc4ccccc4)ncnc32)c1	6.1	0.2	-11.3	-1.5
COc1ccc(/C=N/Nc2nc3nonc3nc2Nc2cccc(C)c2)cc1OC	-7.1	-0.2	10.0	0.8
COc1cc(C2C(C(=O)OC3CCCC3)=C(C)NC3=C2C(=O)CC(C)(C)C3)cc(Br)c1O (configuration not stated)	0.7	0.2	-1.5	-1.1
Cc1ccc2cc(C#N)c(N3CCCN(C(=S)NCC4CCCO4)CC3)nc2c1C (configuration not stated)	-13.6	0.0	3.6	0.0
Cc1cccnc1NC(=O)C12CCC(C)(C(=O)O1)C2(C)C (configuration not stated)	-23.0	0.1	10.2	3.5
Fc1ccccc1CSc1nnc(-c2cccnc2)o1	-2.4	0.2	-62.3	0.7
CCN(CC)C(=O)Cn1cc(C(=O)C(=O)N2CCN(C)CC2)c2ccccc21	2.2	0.9	2.0	-0.3
COc1ccc(NC(=O)C(=O)NCC(C)C)cc1	-0.7	0.0	-44.6	-1.6
Nn1c(SCc2ccc(Cl)cc2)nnc1C(F)(F)F	11.8	0.2	3.0	0.0
O=C1OC(c2cc([N+](=O)[O-])ccc2Cl)=N/C1=C\c1ccc(Br)cc1	-42.2	0.0	-1.3	-0.2
O=[N+]([O-])c1ccc(SCCOc2nonc2-c2ccccc2)cc1N1CCCC1	-7.4	-0.2	22.7	-1.2
CN1CCN(c2ccc(-c3cnc(NC4CCC(O)CC4)c4nccn34)cn2)CC1 (configuration not stated)	9.9	0.2	-3.2	-1.4
Cc1cccc(C(=O)Nn2c(-c3ccncc3)nc3ccccc3c2=O)c1	-0.1	-0.2	-1.6	0.9
Cc1ccc(Cl)cc1N(C(=O)c1csnn1)C(C(=O)NC(C)(C)C)c1ccncc1 (configuration not stated)	-3.5	-0.1	-5.8	0.2
Cc1nn(CC(=O)OC(C)C)c(=O)c2cc3occc3n12	1.6	-0.1	-25.7	-0.2
CCN1CCN(C(CC(C)C)c2nnnn2Cc2ccc3c(c2)OCO3)CC1 (configuration not stated)	2.6	0.1	-3.1	5.3*
O=C(Nc1ccc(Oc2ccccc2)cc1)Nc1cc(F)c(F)cc1Cl	5.9	-0.1	1.5	0.5
CCc1ccc2c(CSc3nnnn3C)cc(=O)oc2c1	-11.4	-0.3	-12.4	-1.9
O=C1CCCC2=C1C(c1ccc(N3CCOCC3)cc1)c1c([nH]c(=O)[nH]c1=O)N2 (configuration not stated)	-5.2	-0.3	-7.0	0.2
Cc1cc(C)c(S(=O)(=O)N(CCCN2CCOCC2)Cc2cccs2)c(C)c1	28.6	-0.1	0.2	-0.3
COc1ccc(CN2CCN(S(=O)(=O)c3ccc(C)cc3)CC2)cc1	42.1	0.5	9.7	-0.5
COc1ccccc1N(CC(=O)NC1CCCC1)C(=O)CCCC(=O)Nc1ccccn1	13.7	0.0	7.8	-0.4
(next part)
SMILES	MITF inh	FBW7 activator	TEAD-YAP inh	GPR151 activ
Cn1c(=O)nc2n(Cc3ccccc3)c3cccc(Cl)c3cc-2c1=O	13.0	0.2	-7.4	0.8
CCN(CC)CCN1CCN(c2ccnc3c(-c4ccc(C)cc4)cnn23)CC1	-16.4	-0.4	-41.8	-0.6
NC(=O)C(=O)N/N=C/c1ccc(OC(F)F)cc1OC(F)F	-0.8	0.0	-4.6	0.0
CCNC(=O)N1CCC(C(=O)NC(c2ccccc2)c2ncccc2C)CC1 (configuration not stated)	2.6	-0.4	-0.1	-1.1
Cc1ccc(CS(=O)Cc2ccc(C(=O)NCc3ccc(F)cc3)o2)cc1 (configuration not stated)	-5.2	0.0	7.9	0.5
CSc1cccc(NC(=S)N(CCN2CCCCCC2)Cc2cccs2)c1	10.3	-0.1	7.3	-0.6
O=C(O)CCNC(=O)/C(=C\c1ccc(F)cc1)NC(=O)c1ccco1	9.8	0.0	-8.4	-0.5
O=C(CNc1ccc(Cl)cc1Br)N/N=C/c1ccc(F)cc1	6.4	0.1	6.1	0.0
C=CCn1c(-c2ccc3c(c2)OCO3)n[nH]c1=S	16.4	0.0	-10.7	0.4
OC(CNc1ccc(Cl)cc1)Cn1c2ccccc2c2ccccc21 (configuration not stated)	11.5	0.0	-13.8	1.0
Cc1cccc(N(C)C(=O)Cn2ncc3c(=O)oc4ccccc4c32)c1	7.5	-0.1	-5.1	-0.9
CC(=O)C1=C(O)C(=O)N(c2ccc(F)cc2)C1c1ccc([N+](=O)[O-])cc1 (configuration not stated)	11.4	-0.2	6.2	1.3
COc1ccc(/C=C2\SC(=O)N(C(C(=O)O)C(C)C)C2=S)cc1 (configuration not stated)	6.1	-0.2	-6.4	1.2
CC(=O)Oc1ccc(-n2c(C)cc(/C=N/Nc3ccc([N+](=O)[O-])cn3)c2C)cc1	13.8	-0.7	-50.6	-0.6
O=C1CSC2(C(=O)Nc3ccc(Br)cc32)N1c1cccc([N+](=O)[O-])c1 (configuration not stated)	10.1	-0.3	11.7	1.2
COc1ccc(-n2c(=S)[nH]c3cc(C(=O)Nc4cccc(Cl)c4)ccc3c2=O)c(OC)c1	9.6	0.1	30.6	1.3
NC(=O)CSc1oc(-c2ccco2)nc1S(=O)(=O)c1ccc(Cl)cc1	2.0	0.1	-2.6	1.5
Cc1cc(C)cc(Nc2nc3ccc(C)cc3n3nnnc23)c1	-5.8	-0.2	-1.8	-0.5
CC(=O)C1=C(C)NC(C)=C(C(C)=O)C1c1ccc(-c2cccc(Cl)c2)o1	-7.1	-0.1	-21.5	1.0
Cc1ccccc1C(=O)Nc1nc2ccc(S(=O)(=O)N3CCCC3)cc2s1	15.6	0.4	13.6	-1.8
Cc1ccc(-c2nc(-c3ccc(Cl)cc3)no2)cc1[N+](=O)[O-]	0.3	-0.1	0.5	0.2
O=C(COc1ccccc1)Nc1ccccc1C(=O)Nc1cccc(C(=O)O)c1	11.4	-0.1	5.2	3.4
O=C1CCCC/C1=C/Nc1ccc2c(c1)OCO2	10.9	-0.2	-31.4	-2.4
Cc1cc(Cl)ccc1OCC(=O)NCc1ccccn1	9.4	-0.1	-2.9	0.3
COc1ccc(/C(C)=N/NC(=O)Cc2cn3ccsc3n2)c(O)c1	-12.8	-0.5	0.0	-0.4
Later entries
SMILES	MITF inh	FBW7 activator	TEAD-YAP inh	GPR151 activ
CCN(CC(=O)NCc1cccs1)C(=S)Nc1ccccc1Cl	6.7	0.2	4.0	0.1
CCOc1ccc(S(=O)(=O)N(CC)c2ccccc2)c2cccnc12	19.0	0.1	1.9	-1.5
NS(=O)(=O)c1ccc(NC2CCCC2)c([N+](=O)[O-])c1	1.6	-0.2	-13.9	1.0
Cc1cccc(NC(=O)C2CCN(C(=O)N3CCOc4ccccc43)CC2)c1C	-1.6	0.0	8.8	0.0
COc1cc(/C=N/NC(=O)c2ncn[nH]2)cc(OC)c1OC	12.6	-0.3	15.3	-1.0
OCC1CCCN1c1nccc(NCCc2ccc(O)cc2)n1 (configuration not stated)	-2.8	0.6	0.3	0.2
Cn1cccc1Cc1nnc(SCC(=O)NC2CCCC2)n1C	7.6	-0.2	2.9	-2.1
COc1ccc(NC(=O)c2ccc(F)c3ccccc23)cc1	5.1	-0.1	-19.8	0.4
O=C(Nc1ccc(N2CCCC2)cc1)c1cccnc1	1.0	-0.2	-39.3	-4.3
CC1(C)CC(=O)c2sc(NC(=O)/C=C/c3cccs3)nc2C1	-0.3	-0.1	-10.8	3.1
NS(=O)(=O)c1ccc(CCNC(=O)c2cc3c(s2)CCCCCC3)cc1	11.6	0.8	-6.5	-1.6
COc1ccc(NC(=O)/C(C#N)=C/c2ccccc2OC(C)C)cc1	1.6	-0.1	51.2*	2.6
CC(C)[C@@H](Cn1nc(-c2ccc(F)c(F)c2)ccc1=O)NC(=O)c1cnn2cccnc12	9.4	0.1	1.7	0.6
O=C(CN(Cc1ccccc1)C(=O)CCC(=O)Nc1nccs1)NCc1cccs1	-7.0	-0.1	8.9	0.3
COC(=O)c1cc2occc2n1Cc1nc(-c2ccccc2)oc1C	0.3	-0.1	-2.9	1.2
Cc1c(NC2(C#N)CCCCC2)c(=O)n(-c2ccccc2)n1C	9.1	0.1	1.5	1.5
CN(C)S(=O)(=O)c1cccc(NC(=O)c2cc(F)cc(F)c2)c1	9.0	0.1	3.4	-0.7
Cc1nc(N2CCCCC2)c2c(C)c(C(=O)N3CC(C)CC(C)C3)sc2n1 (configuration not stated)	2.2	-0.2	-2.3	1.6
COc1ccc(C2CC(C(F)(F)F)n3nc(C(=O)Nc4ccc(C)c(C)c4)c(Cl)c3N2)cc1OC (configuration not stated)	-1.1	0.2	3.4	-0.2
